Compound activity: PubChem, National Center for Advancing Translational Sciences (NCATS)
IL1B secr inh: inflammasome signaling inhibition, IL-1 beta readout. THP-1 LPS/ATP IL-1B secretion, AlphaLISA, 16 h; hits give low values. activity change, % at 57.5 µM. 360,000 tested, 4.7% active; in the data active means activity change below about -50%; inconclusive means mostly about -30% to -49%; further: on the % scale 0 is the no-effect control and ±100 the full control effect
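THP-1 cells pretreated 1 hr with compounds (up to 57.5 uM final), then stimulated with LPS (250 ng/mL final) plus ATP (1.25 mM final); secreted IL-1B measured by AlphaLISA after 16 hr, decreased signal indicating inhibition.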
ATXN2 expr inh: reduces ATXN2 reporter expression in HEK-293 cells | HEK-293 ATXN2-luciferase reporter, luminescence, 24 h | Potency, µM (titrated, usually from 57 µM), for inactives: top-dose activity change, negative = inhibition, actives largely listed as inhibitors | 360,000 tested, 0.72% active; further: potency means the concentration at half of the fitted maximal effect; on the % scale 0 is the no-effect control and ±100 the full control effect; nearly all actives have a fitted effect of over 55% in size
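ATXN2-luciferase reporter cells (luciferase flanked by upstream and downstream ATXN2 gene portions) were treated 24 h at 37 °C with compounds at up to 57 uM. SteadyGlo luminescence gave expression; GF-AFC fluorescence gave viability.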
SW480 rereplic: inducers of DNA re-replication in SW480 colon cancer cells. SW480 DNA re-replication, Hoechst DNA content imaging, 48 h. Potency, µM (top dose mostly 46.1 µM), without a hit: at the highest dose re-replication activation, usual class: activators. 340,000 tested, 1.8% active. AID 624297; further: potency means the concentration at half of the fitted maximal effect; % of control where 0% means no effect; nearly all actives have a fitted effect of over 55% in size
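250 cells/well; 23 nL cpd via pin tool; 48 hr, 37 C, 5% CO2; Hoechst 40 min; imager read of total nuclear intensity, ex 405/em 500-530 nm.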
ATXN viability: viability counter-screen for ATXN expression inhibitors. S2 cells (HEK-293 line with an ATXN2-luciferase reporter) viability, CellTiter-Fluor protease fluorescence, 24 h. Potency, µM (titrated, usually from 56.7 µM), hits mostly cytotoxic. 400,000 tested, 0.49% active; further: potency means the concentration at half of the fitted maximal effect; nearly all actives have a fitted effect of over 40% in size
HT1080 IDH1KD tx: toxicity to HT-1080 IDH1 knockdown cells (counter line); HT-1080 IDH1 knockdown viability, ATP luminescence, 48 h; Potency, µM (top dose mostly 46.1 µM), inactives show top-dose activity, negative = toxicity, most hits filed as cytotoxic; 360,000 tested, 2% active;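 further: potency means the concentration at half of the fitted maximal effect; 0% = DMSO wells and -100% = cell-free medium wells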
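HT-1080-IDH1KD cells (IDH1 knocked down), 750/well in RPMI with 5% FBS, treated with compound 48 h at 37 degrees C. Viability by CellTiter-Glo luminescence, normalised to DMSO and no-cell wells; concentration-response curves classed.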
KB-V1 cytotox: KB-V1 MDR subline cytotoxicity. KB-V1 MDR cells viability, CellTiter-Glo, 72 h. Potency, µM (doses to about 46.1 µM), for inactives: top-dose activity change, negative = cytotoxicity, usual class: cytotoxic. 400,000 tested, 3.4% active. AID 1347076; further: potency means the concentration at half of the fitted maximal effect; on the % scale 0 is the no-effect control and ±100 the full control effect; nearly all actives have a fitted effect of over 60% in size
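Potencies derive from concentration-effect curves fitted to normalized luminescence (CellTiter-Glo) of KB-V1 cells treated for 72 h at 37 degrees C in phenol-red-free DMEM containing 10% FBS.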
HT1080NT lethal: kills 2HG-producing HT-1080-NT fibrosarcoma cells; HT-1080-NT fibrosarcoma viability, CellTiter-Glo ATP luminescence, 48 h; Potency, µM (highest dose often 46.1 µM), for the others: top-dose activity, negative = less viability, hits mostly cytotoxic; 360,000 tested, 1.6% active;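 further: NT is the 2HG producing partner of a matched IDH1 knockdown line; potency means the concentration at half of the fitted maximal effect; 0% = DMSO-treated cells and -100% = media-only wells without cells; nearly all actives have a fitted effect of over 55% in size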
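Viability by CellTiter-Glo luminescence after 48 h compound exposure at 37C of HT-1080-NT cells (750/well, RPMI, 5% FBS). % activity scaled between DMSO wells and medium-only wells, then curve-fitted and categorized by curve class.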
KB-3-1 cytotox: kills parental KB-3-1 adenocarcinoma cells. 400,000 tested, 1.4% active. AID 1347075. KB-3-1 viability, CellTiter-Glo ATP luminescence, 72 h. Potency, µM (titrated, usually from 46.1 µM), inactives show top-dose activity change, negative = cytotoxic, actives largely listed as cytotoxic; further: potency means the concentration at half of the fitted maximal effect; on the % scale 0 is the no-effect control and ±100 the full control effect; nearly all actives have a fitted effect of over 60% in size
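Using CellTiter-Glo luminescence, growth of non-resistant KB-3-1 adenocarcinoma cells is assessed 72 h after pin-tool compound addition at 37 °C. Normalized responses across the concentration series yield fitted curves.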
MCF10A rerep: inducers of DNA re-replication in MCF 10A breast cells; Potency, µM (top dose mostly 46.1 µM), without a hit: top-dose activity, positive = re-replication, usual class: activators; 350,000 tested, 2.9% active; MCF 10A DNA re-replication, Hoechst nuclear intensity, 48 h; further: potency means the concentration at half of the fitted maximal effect; % of control where 0% means no effect; nearly all actives have a fitted effect of over 50% in size
Active calls of the source: *; i = inactive; u = inconclusive; x = no result given; [ ] = remark or other dose. Unless noted, the call rests on the fitted dose curve; in most records, active means well fitted curve in the direction sought with a large enough effect; inconclusive means small, poorly fitted or top-dose-only effect, or another doubt; inactive means no such curve, though single readings can be large; an effect the other way counts as inactive or inconclusive.

SMILES	IL1B secr inh	ATXN2 expr inh	SW480 rereplic	ATXN viability	HT1080 IDH1KD tx	KB-V1 cytotox	HT1080NT lethal	KB-3-1 cytotox	MCF10A rerep
Cc1ccc(N2C(=O)C3C4C=CC(CC4)C3C2=O)c([N+](=O)[O-])c1 (stereo unspecified)	-4	11%	u	i	13%	-5%	6%	14%	-2%
COc1cccc(NC(=O)Nc2ccc3snnc3c2)c1	x	-27%	x	u	x	-5%	x	-7%	x
OCC1(CO)COC(c2ccccc2)=N1	-7	-5%	3%	i	4%	1%	-4%	0%	-27%
CCc1ccc(OCC(=O)NC(=S)Nc2ccc(Br)c(C)n2)cc1	31	x	-9%	i	1%	0%	2%	-29%	8%
C/C(=C\C(=O)c1ccc(Br)cc1)NNC(=O)c1ccccc1	46	-26%	11%	x	-28%	0%	-31%	-52%	-1%
O=C(Nc1nc2ccccc2n1CCN1CCOCC1)c1ccc(Cn2cc([N+](=O)[O-])cn2)o1	-8	-9%	-2%	i	4%	-28%	3%	-1%	-1%
COc1ccc(-c2cc3nc(NCCNC(C)=O)n(C)c(=O)c3s2)c(C)c1	29	0%	x	i	-6%	3%	-1%	0%	x
COCc1cc(C)n(CC(=O)N/N=C/c2ccc(-c3ccc(Cl)c(C(=O)O)c3)o2)c(=O)c1C#N	0	2%	4%	u	15%	0%	7%	14%	5%
Cc1ccc(-c2cc(C(=O)Nc3cc(C)on3)c3ccccc3n2)c(C)c1	-2	-5%	0%	i	-1%	-14%	-1%	6%	34%
Cc1ccc(NC(=O)C(C)OC(=O)COc2cccc(C(F)(F)F)c2)cc1 (stereo unspecified)	8	x	-2%	i	5%	13%	11%	-1%	-1%
O=C(Nc1ccc(F)cc1F)c1cc(CN2CCOCC2)on1	x	1%	x	i	x	8%	x	-1%	x
CC(Nc1ncnc2c1cnn2-c1cccc(Cl)c1)c1ccccc1 (stereo unspecified)	x	-31%	x	u	x	u	x	u	x
CCOC(=O)N1CCN(C(=O)c2ccc3c(=O)n(CCOC)c(=O)[nH]c3c2)CC1	0	0%	-9%	i	5%	u	12%	11%	2%
COc1cccc(/C=C2\N=C(c3c(-c4ccccc4)noc3C)OC2=O)c1	2	-8%	4%	i	6%	-13%	9%	18%	-8%
O=C(C1=NN[C@@H]2C(=O)N(c3ccccc3C(F)(F)F)C(=O)[C@H]12)c1cnccn1	2	x	-11%	i	3%	22%	-1%	3%	0%
O=C1OCc2cc(NC(=O)C3CCCCC3)ccc21	-12	11%	0%	u	6%	11%	3%	7%	2%
Cc1cccc(N2CCN(C(c3ccc(N(C)C)cc3)c3nnnn3C(C)(C)C)CC2)c1C (stereo unspecified)	-10	-28%	-7%	i	5%	u	8%	8%	-3%
Cc1nc2ncnn2c(N2CCN(c3cccc(C(F)(F)F)c3)CC2)c1C	u	u	-1%	i	u	2.6µM*	u	21µM*	-4%
COc1ccc(C(=O)CCS(=O)(=O)c2ccc(C)cc2)cc1OC	-82*	2%	5.2µM*	i	u	3%	-6%	6%	u
O=C(Nc1c2c(nn1-c1ccccc1)CS(=O)(=O)C2)c1ccccc1Br	i	4%	-6%	i	13%	-8%	4%	10%	6%

A different layout for some results above.
Compound,IL1B secr inh,ATXN2 expr inh,SW480 rereplic,ATXN viability,HT1080 IDH1KD tx,KB-V1 cytotox,HT1080NT lethal,KB-3-1 cytotox,MCF10A rerep
Cc1ccc(NC(=O)C(C)OC(=O)COc2cccc(C(F)(F)F)c2)cc1 (stereo unspecified),8,x,-2%,i,5%,13%,11%,-1%,-1%
O=C(Nc1nc2ccccc2n1CCN1CCOCC1)c1ccc(Cn2cc([N+](=O)[O-])cn2)o1,-8,-9%,-2%,i,4%,-28%,3%,-1%,-1%
Cc1nc2ncnn2c(N2CCN(c3cccc(C(F)(F)F)c3)CC2)c1C,u,u,-1%,i,u,2.6µM*,u,21µM*,-4%

The listing continues.
SMILES	IL1B secr inh	ATXN2 expr inh	SW480 rereplic	ATXN viability	HT1080 IDH1KD tx	KB-V1 cytotox	HT1080NT lethal	KB-3-1 cytotox	MCF10A rerep
O=C(N/N=C/c1ccc(N2CCOCC2)o1)c1cccc(F)c1	-18	5%	u	u	18%	u	11%	15%	u
Cc1ccc(S(=O)(=O)N(C)CC(=O)OCC(=O)NCCc2ccc(S(N)(=O)=O)cc2)cc1	3	-10%	0%	u	1%	-4%	14%	0%	-1%
Cc1cc(C)c(S(=O)(=O)N2CCCC(C(=O)N3CCOCC3)C2)c(C)c1 (stereo unspecified)	23	-11%	3%	i	3%	0%	23%	5%	7%
Cc1ccc(Cl)cc1NC(=O)CCS(=O)(=O)c1ccc(Br)s1	x	-9%	x	i	x	2%	x	11%	x
COc1ccc(/C=C/C(=O)NC2CCCCCC2)cc1S(=O)(=O)N1CCOCC1	16	27%	1%	i	16%	0%	18%	-5%	-3%
CCOC(=O)C1=C(COC(=O)Cc2ccccc2F)NC(=O)NC1C (stereo unspecified)	-3	0%	3%	i	2%	0%	-3%	0%	0%
COC(=O)c1ccc(C(=O)NC(=S)Nc2nc3c(s2)CC(C)CC3)cc1 (stereo unspecified)	13	39%[activator]	3%	i	7%	u	13%	16µM*	-6%
CCC(CC)COC(=O)C1=C(C)NC(=O)NC1c1cccc([N+](=O)[O-])c1 (stereo unspecified)	-15	x	0%	u	-26%	u	-9%	-5%	4%
COc1ccc(S(=O)(=O)N2CCN(C(C)C(=O)Nc3ccc(C(C)C)cc3)CC2)cc1 (stereo unspecified)	-16	-2%	u	i	-1%	x	-13%	x	6%
c1cnc(N2CCN(c3ccc4ccccc4n3)CC2)nc1	-50*	14%	27%	i	-1%	-5%	9%	0%	0%
O=C(CNS(=O)(=O)c1ccc2c(c1)OCCCO2)N1CCN(Cc2ccccc2)CC1	-17	0%	-2%	i	0%	-6%	-3%[9.24 µM]	u	-1%
CC(C)=CCn1c2ccc(NC(=S)NC3CC3)cc2c(=O)n1C	30	4%	x	i	11%	3%	20%	0%	x
O=C(Nc1ccc(Oc2ncnc3cc(Cl)ccc23)nc1)c1cccs1	2	x	-3%	i	-3%	0%	-8%	-1%	-3%
COc1ccc(OC)c(C2CC(=O)Nc3n[nH]c(-c4ccccc4)c32)c1 (stereo unspecified)	-25	1%	-3%	i	-21%	-3%	-6%	-2%	-2%
CCOC(=O)C1=C(c2ccccc2)OC(N)=C(C#N)C1C(C)C (stereo unspecified)	0	-2%	-4%	i	-8%	-2%	-5%	9%	3%
Cc1cccc(C)c1NC(=O)CN(C)C(=O)[C@H](C)NC(=O)c1ccco1	8	0%	0%	i	-6%	4%	-4%	-1%	2%
CC(C)CCNC(=O)CSc1nc2ccccc2nc1Cc1ccc(Cl)cc1	x	8%	x	i	x	10%	x	1%	x
COc1ccc(N2CC(NC(=O)N3CCN(c4ccccc4)CC3)CC2=O)cc1 (stereo unspecified)	-22	-17%	-14%	i	-4%	0%	0%	1%	4%
O=C(Cn1cnc2c(nnn2Cc2ccccc2)c1=O)N1CCCc2ccccc21	0	7%	-15%	i	0%	-27%	-11%	-7%	-9%
CC(=O)NC(CCS(C)(=O)=O)C(=O)Nc1ccc(Cl)c(Cl)c1 (stereo unspecified)	1	-6%	6%	i	-7%	-18%	1%	-18%	1%
Cc1cccc(NC(=O)c2ccc3nsnc3c2)c1C	-6	u	9%	i	11%	-16%	4%	0%	-9%
CC(C)CN(CCCNC(=O)CN1C(=O)COc2ccc(S(=O)(=O)N3CCCC3)cc21)CC(C)C	-5	-19%	-26%	i	7%	6%	13%	-12%	u
CCSc1nc(-c2ccco2)ccc1C#N	-21	3%	5%	i	5%	7%	-11%	-2%	12%
CCC(CC)c1nn2c(=O)cc(COc3ccc(NC(=O)c4ccccc4C)cc3)nc2s1	x	101%[activator]	x	u	x	-4%	x	-15%	x
CC(C)OCCCNC(=O)CN1C(=O)c2cccnc2Sc2ccccc21	x	10%	x	i	x	-4%	x	-1%	x
C/C(=N\NC(=O)c1nnn(-c2nonc2N)c1-c1cccs1)c1ccc(O)cc1	-8	-24%	-21%	i	-2%	20%	-13%	0%	0%
CC1CCN(C(=O)CCNS(=O)(=O)c2ccc3c(c2)oc(=O)n3C)CC1	-8	-8%	19%	i	12%	19%	11%	19%	2%
CC(C)CCn1c(COc2ccccc2)n[nH]c1=S	18	4%[11.3 µM]	-14%	u	3%	-10%	17%	8%	0%
COc1cc(C(=O)N/N=C(\c2ccccc2)c2ccccn2)cc(OC)c1OC	49	2.5µM*	u	i	u	-6%	u	u	18µM*
COc1cc(C(=O)N(C)CCOc2ccc(C)cc2)ccc1OC1CCN(C(C)=O)CC1	18	2%	-2%	i	1%	-49%	7%	10%	-3%
c1ccc2c(c1)oc1c(NCCCN3CCOCC3)ncnc12	4	1%	0%	i	0%	-18%	-4%	-5%	-3%
O=C(Nc1cc(Br)ccc1O)C1CC(c2c(F)cccc2Cl)=NO1 (stereo unspecified)	8	8%	-25%	u	-9%	2%	4%	u	u
COc1ccc(OCCCC(=O)Nc2cccc([N+](=O)[O-])c2C)cc1	1	-12%	x	i	5%	u	0%	-5%	0%
O=C1CSC2(C(=O)N(Cc3ccccc3F)c3ccccc32)N1c1ccc(F)cc1 (stereo unspecified)	x	-34%	x	i	x	16µM*	x	u	x
CC12CN3CCN(CC(C3)/C1=N\N=C1/C3CN4CCN(C3)CC1(C)C4)C2	10	2%	-1%	i	-1%	14%	1%	11%	12%
CCN(CC)C(=O)C(=O)c1cccn1-c1ccccc1C#N	-2	-4%	-2%	i	10%	-2%	11%	4%	-4%
COc1ccc(-n2nc(C(=O)Nc3cc(OC)c(OC)c(OC)c3)c3ccccc3c2=O)c(OC)c1	-8	x	-1%	i	-1%	3%	5%	5%	1%
